All columns: NCI-60 one-dose screen, growth in % after 48 h at 10 µM unless noted; 100 = growth as untreated, 0 = no growth, -100 = all killed.
SR = SR leukemia cells; AID 1794780; actives 8.7% (n = 73,000)
MOLT-4 = MOLT-4 leukemia cells; actives 6.9% (n = 80,000)
K-562 = K-562 leukemia. actives 7.4% (n = 78,000)
HOP-92 = HOP-92 NSCLC cells; actives 6.3% (n = 71,000)
EKVX = EKVX NSCLC; actives 3% (n = 71,000); AID 1794765
RPMI-8226 = RPMI-8226 leukemia cells. actives 7.5% (n = 77,000). AID 1794781
HOP-62 = HOP-62 NSCLC; actives 3.9% (n = 80,000); AID 1794735
CCRF-CEM = CCRF-CEM leukemia. actives 7% (n = 77,000)
* marks the source's active call; other numbers are inactive results; / = not tested or not shown; ! = a repeat was not active. The calls were made as follows: active = growth percent below 10; inactive = the rest. Random draw from the library; 13% or so of the library scored in one or more.

SMILES | SR | MOLT-4 | K-562 | HOP-92 | EKVX | RPMI-8226 | HOP-62 | CCRF-CEM
NC(=S)n1nc(N)c(N=Nc2ccc(S(=O)(=O)N=C(N)N)cc2)c1N | 105 | 108 | 98 | 73 | 105 | 101 | 113 | 100
CCN(CC)CCCC(C)NC(=S)N/N=C(\C)c1ccccn1 (stereo unspecified) | 18 | 9.1* | 39 | 46 | 48 | 59 | 45 | 30
CC/C(Cc1ccccc1)=C(/c1ccc(O)cc1)c1ccc(OCCN2CCCC2)cc1 | -40* | -23* | -10* | -13* | -21* | -44* | -22* | -33*
COc1ccc2c(c1)oc1c(C)c3c(c(C)c12)C(=O)N(NCCO)C3=O | 92 | 100 | 92 | 101 | 108 | 97 | 114 | 88
COc1ccc(/C=C2/C=C(c3ccc(Cl)c(Cl)c3)OC2=O)cc1 | 96 | 99 | 97 | 103 | 96 | 97 | 104 | 101
O=C(c1ccccc1)c1c(-c2ccccc2)c(C(=O)c2ccccc2)c2ccccc2c1Cl | 85 | 70 | 61 | 90 | / | 63 | 99 | 79
O/N=C\c1cc(-c2ccc(I)cc2)on1 | 87 | 103 | 106 | 98 | / | 101 | 118 | 109
O=C1NC(=O)c2c1c1c3ccccc3[nH]c1c1oc3ccc(O)cc3c21 | / | 103 | 98 | 88 | 97 | 95 | 123 | 88
COc1cc(/C=C/C(=O)c2c(C)nc3ccccc3c2C)ccc1OCCCN1CCN(C(=O)c2ccco2)CC1 | 65 | 61 | 60 | 70 | 82 | 31 | 92 | /
N#CN=CN1CC=C(c2ccc(Cl)cc2)CC1 | 96 | 104 | 118 | 92 | / | 100 | 111 | 94
COc1ccc(/C=N/C2=C(C#N)C(c3ccc(Cl)cc3)c3ccc4ccccc4c3O2)cc1 (stereo unspecified) | 79 | 86 | 87 | 67 | 71 | 87 | 74 | 97
CCOc1nc(-c2ccccc2)cc2c(O)c(C(=O)NC(C)C)[nH]c(=O)c12 | 94 | 99 | 95 | 58 | 105 | 40 | 100 | 58
CCCOC(=O)CCC(=O)N(C)C | 90 | 96 | 94 | 92 | / | 95 | 108 | /
O=Cc1c[nH]c2ccccc12 | 125 | 108 | 79 | 64 | 121 | 119 | 95 | 76
CC(C(=O)O)N1C(N)=NNC1c1ccccc1O (stereo unspecified) | 72 | 68 | / | 78 | 51 | 73 | 82 | 83
O=C(CN1CCOCC1)N1CCN(C(=O)CN2CCOCC2)CC1 | 91 | 93 | 92 | 86 | / | 97 | 98 | 87
CCC(C)(C(=O)O)C1CCCCC1 (stereo unspecified) | 110 | 103 | 102 | 102 | 99 | 106 | 111 | /
CCCCN(C(=O)CCl)c1ccccc1 | 88 | 92 | 92 | 85 | 102 | 95 | 115 | 94
COc1cc2cc(NCc3ccccc3Cl)nc(C)c2cc1OC | / | / | / | 33 | 58 | 20 | 60 | 37
CC1(c2cc3ccccc3oc2=O)NC(=O)c2ccccc2N1 (stereo unspecified) | 109 | 95 | 93 | 89 | 87 | 93 | 91 | 101
Cc1ccc(/C(CS(=O)(=O)c2ccc(C)cc2)=N\O)cc1 | 84 | 102 | 105 | 87 | / | 97 | 111 | 87
CC(C)(COC(=O)c1ccccc1)N1CC2CCC(C1)O2 | 88 | 81 | 77 | 104 | 97 | 121 | / | 96
O=Cc1c[nH]c2nccnc12 | 106 | 99 | 100 | 101 | / | 95 | 91 | 101
CCN(CC)CCCNc1nc(-c2ccc(Cl)cc2)nc2ccccc12 | 72 | 88 | 81 | 112 | / | 98 | 104 | 88
O=S(=O)(Nc1ccc(Br)cc1)c1ccc(-c2cnc(C3CC3)o2)cc1 | 13 | 16 | 11 | 43 | 53 | 14 | 27 | 7.7*

A few values from the results shown:
`COc1ccc2c(c1)oc1c(C)c3c(c(C)c12)C(=O)N(NCCO)C3=O` in CCRF-CEM is listed with 88
`COc1ccc(/C=N/C2=C(C#N)C(c3ccc(Cl)cc3)c3ccc4ccccc4c3O2)cc1` (stereo unspecified) in HOP-92 is listed with 67

(continued)
SMILES | SR | MOLT-4 | K-562 | HOP-92 | EKVX | RPMI-8226 | HOP-62 | CCRF-CEM
COc1ccc(CNc2nc3cc(C(F)(F)F)cnc3nc2C(=O)O)cc1 | 91 | 94 | 84 | 103 | 90 | / | 94 | 109
COc1ccc2[nH]cc(-c3nc(-c4cn(C)c5c(Cl)nccc45)cs3)c2c1 | 14 | 36 | 18 | 79 | 74 | 45 | 57 | 22
COc1cccc(OC)c1-c1nnn(C)c1C(=S)N1CCN(c2ccc([N+](=O)[O-])cc2Cl)CC1 | 87 | 78 | 91 | 80 | 84 | 78 | 106 | 92
COC(=O)C1C2CC3C1C3C2C(=O)OC (stereo unspecified) | 106 | 109 | 108 | 90 | 88 | 103 | 92 | 109
Nc1cc2ccccc2c(=O)n1NC(=O)c1cccc(Br)c1 | 87 | 90 | 92 | 92 | 86 | 95 | 99 | 95
COc1cc(/C=C2/SC(=O)N(CC(=O)N3CCN(c4cc5c(cc4F)c(=O)c(C(=O)O)cn5C4CC4)CC3)C2=O)cc(OC)c1OC | 103 | 107 | 100 | 105 | 100 | 108 | 105 | 105
CCCC(=O)N(C(C)C)C(C)C | / | 114 | 98 | 103 | 98 | 107 | 105 | 85
O=C(CCCCC1CCSS1)Nc1ncnc2n[nH]c(-c3ccc(Oc4ccccc4)cc3)c12 (stereo unspecified) | 33 | -31* | 9.6* | 98 | 80 | 85 | 66 | 14
CC1(C)[C@@H](OC(=O)CCC(=O)O)CC[C@]2(C)[C@H]3C(=O)C=C4[C@@H]5C[C@@](C)(C(=O)O)CC[C@]5(C)CC[C@@]4(C)[C@]3(C)CC[C@@H]12 | -13*! | -35*! | 5.1*! | -74*! | -33*! | -42*! | -55*! | -37*!
NC[C@@H]1CCN(c2cc3c(cc2F)c(=O)n(N)c(=O)n3Cc2ccc3ccccc3c2)C1 | 76 | 61 | 71 | 82 | 90 | 75 | 65 | 94
C[C@@H]1CC2C3CCC4=CC(=O)C=C[C@]4(C)[C@@]3(F)[C@@H](O)C[C@]2(C)[C@@]1(O)C(=O)COP(=O)(O)O (stereo partly specified) | 110 | 94 | 131 | 57 | 76 | 49 | 104 | 49
C/C(=C/c1ccccc1O)c1ccc2ccccc2[o+]1 | 102 | 107 | 103 | 99 | 81 | 105 | 88 | 102
Oc1ccc(-c2ccc3c(c2)ncn3-c2cccc(O)c2)cc1 | 21 | 33 | 19 | 87 | 68 | 18 | 49 | 26
O=S(=O)(O)c1ccc(N=Nc2ccc(O)cc2O)cc1 | 102 | 114 | 94 | 137 | 105 | 122 | 76 | 103
CN1C(C(=O)Nc2ccccn2)=C(O)c2sc(Cl)cc2S1(=O)=O | 96 | 110 | / | / | 102 | 94 | / | 87
CC(=O)c1c(C)nc2ccccc2c1/C=C/c1ccc(Br)cc1 | 52 | 69 | 35 | 74 | 67 | 55 | 97 | 77
COc1ccc2c(c1)C(C)CC(C)(C)N2C(=O)CSc1ccc(-c2nc3cc(C)c(C)cc3[nH]2)cn1 (stereo unspecified) | 69 | 53 | 59 | 102 | 87 | 68 | 105 | 71
CN=C1Nc2cc(OC)c(OC)c(OC)c2C(c2cc(Cl)ccc2F)O1 (stereo unspecified) | 59 | 84 | 79 | 68 | 92 | 83 | 88 | 81
O=S(=O)(c1ccccc1)N1CCCN(c2nc(-c3ccccc3)nc3nc(-c4ccccc4)oc23)CC1 | 104 | 100 | 110 | 105 | 107 | 98 | 104 | 105
CC1=CC=C(NC(=O)/C=C/c2ccccc2)CC1Nc1nccc(-c2cccnc2)n1 (stereo unspecified) | 15 | 26 | 10 | 60 | 67 | 17 | 55 | 19
COc1ccc(-c2cc(-c3cn(-c4cccc(Cl)c4)nc3-c3ccc(OC)cc3)on2)cc1 | 68 | 77 | 85 | 104 | 99 | 88 | 107 | 88
NS(=O)(=O)c1ccc(Nc2nc(N=Nc3c(O)n(Cc4ccccc4)c4ccc(Cl)cc34)nc(Nc3ccccc3)n2)cc1 | / | 57 | 100 | 73 | 85 | 73 | 100 | /
Cc1cccc(Cc2cnc(NC(=O)c3ccc4noc(-c5ccc(Cl)cc5)c4c3)s2)c1 | 82 | 93 | 90 | 100 | 101 | 87 | 80 | 94
O=C(Cn1c(/C=C/c2cccc([N+](=O)[O-])c2)nc2ccccc2c1=O)Nc1ccccc1 | / | / | / | 64 | 80 | 113 | 54 | 92
COc1ccccc1/C=C\C(=O)c1ccccc1 | 15 | 58 | 13 | 16 | 85 | -13* | 86 | 11
Next entries
SMILES | SR | MOLT-4 | K-562 | HOP-92 | EKVX | RPMI-8226 | HOP-62 | CCRF-CEM
O=C(NCc1ccccc1)NCc1ccccc1 | 121 | 114 | 118 | 75 | 102 | 104 | 101 | 105
N#C/C(=C\c1ccc(-c2cccc(Cl)c2)o1)c1ccc(Cl)cc1 | 99 | 95 | 96 | 89 | 82 | 102 | 80 | 98
O=C(c1cccc(F)c1)n1ccc2cc(NC(=S)Nc3ccc([N+](=O)[O-])cc3)ccc21 | 87 | 86 | 86 | 80 | 91 | 89 | 103 | 61
CCN(CC)S(=O)(=O)c1ccc(S(=O)(=O)N2CCC[C@@H](C(=O)N3CCN(c4nc(C(C)C)no4)CC3)C2)cc1 | 32 | 61 | 31 | 77 | 55 | 55 | 67 | 64
COC(=O)c1ccc2nc(-c3cc4ccccc4n3C)n(CCCCOc3cc4c(cc3OC)C(=O)N3CCC[C@H]3C=N4)c2c1 | / | 3.4* | 45 | -28* | 11 | -33* | 16 | -35*
COc1cc(-c2nc3ccc(-c4nnc(SCC(=O)Nc5ccc(C(=O)/C=C/c6ccccc6)cc5)o4)cc3[nH]2)cc(OC)c1OC | 60 | 78 | 85 | 90 | 103 | 76 | 103 | 78
O=C(NNC(=O)c1ccncc1)Nc1ccc(Cl)cc1 | 79 | 88 | 86 | 94 | 109 | / | 102 | 97
CN1C(=O)[C@H]2c3c1cccc3[C@@]1(N)C(=O)[C@H](CCC1(C)C)C2(C)C | / | 75 | 80 | 87 | / | 93 | 97 | 95
CC1(C)N=C(N)N=C(N)N1c1cccc(CCCCc2ccccc2)c1 | / | -36* | -45* | -31* | 7.1* | -50* | -24* | 7.3*
CCOC(=O)c1csc(NC(=O)COc2cccc(/C=C3\Oc4cc(OC)ccc4C3=O)c2)n1 | / | 65 | 52 | 63 | 99 | 64 | 125 | 62
Cc1ccsc1/C=N/NC(N)=S | 106 | 112 | 129 | 57 | 67 | 86 | 103 | 103
CC(O)c1cccc(N)c1 (stereo unspecified) | 133 | 111 | / | 104 | 91 | 83 | 101 | 87
CC(C)=CCC/C(C)=C/CSc1nnc(-c2c(C)nc3ccc(C)cn23)o1 | / | 99 | 100 | 92 | 86 | 90 | 96 | 100
CCOC(=O)C1=NNC(C(=O)OCC)C1C(=O)OCC (stereo unspecified) | 99 | 105 | 112 | 105 | 106 | 121 | 109 | 152
Cc1n[nH]c(C)c1N=Nc1ccc2oc(=O)ccc2c1 | 72 | 90 | 91 | 87 | 74 | 77 | 100 | 86
CC(=O)Oc1c(C)c(OC(C)=O)c2c(c1C(C)=O)OC1CC(=O)C(C(C)=O)=C(O)C21C (stereo unspecified) | / | 64 | 73 | / | 97 | 78 | 89 | 102
O=C(CN1N=C(c2ccc(F)cc2)CCC1=O)Nc1nccs1 | 93 | 97 | 93 | 87 | 98 | 103 | 99 | 94
NS(=O)(=O)c1ccc(N2N=C(c3ccc(Br)cc3)CC2c2cn(-c3ccccc3)nc2-c2ccc(Cl)cc2)cc1 (stereo unspecified) | 72 | 75 | 63 | 157 | / | 74 | 98 | 71
CC(C(=O)O)N1C(N)=NNC1(C)c1ccccc1O (stereo unspecified) | 86 | 85 | / | 85 | 29 | 48 | 87 | 85
Cc1nc(C)c(CSC2N=C(c3ccccc3)c3cnn(-c4ccccc4)c3N2)nc1C (stereo unspecified) | 81 | 85 | 87 | 83 | 87 | 77 | 93 | 97
O=C(c1nc2ccccc2[nH]1)C1C(c2ccc(Br)cc2)C2CC3CCCC[C@H]3N2[C@@]12C(=O)Nc1cc(Cl)ccc12 (stereo partly specified) | 31 | 6.9* | 25 | 52 | 37 | 17 | 62 | 32
Cc1cc(NC(=O)OC(C)C)ccc1-c1ccc(NC(=O)OC(C)C)cc1C | 62 | 90 | 91 | 93 | 125 | 67 | 106 | 77
COc1ccc(-c2cc(-c3cccnc3)nc(OCC(=O)c3ccc(Cl)cc3)c2C#N)cc1OC | 101 | 89 | 121 | 93 | / | 105 | 98 | 104
Cn1c(N)nc2nc[nH]c2c1=S | 84 | 91 | 79 | 95 | 91 | 98 | 84 | 89
COc1ccc(-c2c(C#N)c(N)nc3c2c(N)nn3-c2ccccc2)cc1 | 99 | 71 | 39 | 78 | 61 | 56 | 67 | 76
NS(=O)(=O)c1ccc(N=Nc2c(O)n(CC(=O)Nc3ccc(Br)cc3)c3ccccc23)cc1 | 48 | 73 | 72 | 115 | 121 | 83 | 105 | 82
COc1ccc(Cl)cc1NC(=O)c1cc2c(n1C)-c1nc(NC(=O)C(C)C)sc1CC2 | 79 | 80 | 80 | 91 | 91 | 83 | 86 | 84

Reprinted at random: 5 records from the list
SMILES | SR | MOLT-4 | K-562 | HOP-92 | EKVX | RPMI-8226 | HOP-62 | CCRF-CEM
Cc1cccc(Cc2cnc(NC(=O)c3ccc4noc(-c5ccc(Cl)cc5)c4c3)s2)c1 | 82 | 93 | 90 | 100 | 101 | 87 | 80 | 94
CC1=CC=C(NC(=O)/C=C/c2ccccc2)CC1Nc1nccc(-c2cccnc2)n1 (stereo unspecified) | 15 | 26 | 10 | 60 | 67 | 17 | 55 | 19
CCN(CC)CCCNc1nc(-c2ccc(Cl)cc2)nc2ccccc12 | 72 | 88 | 81 | 112 | / | 98 | 104 | 88
CC1(C)N=C(N)N=C(N)N1c1cccc(CCCCc2ccccc2)c1 | / | -36* | -45* | -31* | 7.1* | -50* | -24* | 7.3*
O=C(CCCCC1CCSS1)Nc1ncnc2n[nH]c(-c3ccc(Oc4ccccc4)cc3)c12 (stereo unspecified) | 33 | -31* | 9.6* | 98 | 80 | 85 | 66 | 14

From PubChem BioAssay
